# Vif-APOBEC3F blk: blocks the Vif interaction with APOBEC3F; actives 0.2% (n = 390,000); HeLa A3F-eYFP + Vif (tagged APOBEC3F with the HIV-1 protein that degrades it), YFP fluorescence increase; AID 602313; Potency, µM (highest dose often 46.1 µM), for the others: at the highest dose activity, negative = active; further: potency means the concentration at half of the fitted maximal effect; % of control where 0% means no effect; nearly all actives have a fitted effect of over 65% in size
#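 Fluorescence increase (Ex 488/Em 500-530) after overnight compound treatment at 37 deg C flags inhibition of Vif-driven A3F-eYFP loss in stable HeLa A3F-eYFP/Vif cells seeded overnight beforehand.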
# D1 antagonist: blocks dopamine activation of the human D1 receptor | HEK293 TREx D1 cells, calcium flux, dopamine EC80; hits give low values | P21728 | AID 504652 | actives 3.2% (n = 360,000) | activity change, negative = inhibition, % at 10 µM; in the data active means activity change below about -30%; further: on the % scale 0 is the no-effect control and ±100 the full control effect
# Target sequence (P21728 whole entry, looked up): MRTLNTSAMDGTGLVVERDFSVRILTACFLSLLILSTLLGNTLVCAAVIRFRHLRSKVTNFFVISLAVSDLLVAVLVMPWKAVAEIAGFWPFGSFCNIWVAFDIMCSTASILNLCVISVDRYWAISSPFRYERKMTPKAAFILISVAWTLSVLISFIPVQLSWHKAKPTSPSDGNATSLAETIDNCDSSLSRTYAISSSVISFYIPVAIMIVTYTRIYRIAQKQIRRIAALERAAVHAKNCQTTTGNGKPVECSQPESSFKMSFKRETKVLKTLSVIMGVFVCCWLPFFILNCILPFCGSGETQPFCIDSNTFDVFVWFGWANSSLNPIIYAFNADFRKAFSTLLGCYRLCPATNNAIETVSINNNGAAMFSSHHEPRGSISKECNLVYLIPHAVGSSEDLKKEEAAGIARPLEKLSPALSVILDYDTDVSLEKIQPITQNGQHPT
#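 Compound effects on dopamine-evoked calcium signalling were measured in tetracycline-induced HEK293 Trex D1 cells. Dopamine at EC80 followed a 180 s compound pre-read, and fluorescence was tracked kinetically for 180 s more.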
# GRP78 ERSR act: inducers of ER stress response in human glioma cells; U87-MG GRP78 promoter luciferase reporter, 16 h; Potency, µM, for the others: top-dose activation, actives largely listed as activators; actives 0.02% (n = 420,000); AID 602332; further: potency means the concentration at half of the fitted maximal effect; series mostly up to about 76 µM; % of control where 0% means no effect; nearly all actives have a fitted effect of over 35% in size
#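 ERSR induction read as luciferase luminescence (Bright-Glo, 10 min at room temperature) in stably transfected human U87-MG glioma cells exposed to compounds for 16 h, using GRP78 as sensor.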
# LDHA block: blocks human lactate dehydrogenase A | purified LDHA, NADH/diaphorase-resazurin fluorescence; hits give low values | activity change, % (values are at about 110 or 230 µM) | actives 0.15% (n = 480,000) | AID 1347041; in the data active means activity change below about -30%;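 further: plate controls were DMSO wells for no effect and wells without enzyme for full effect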
#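 Resorufin fluorescence (ex540/em590), read at 0 and 20 min after diaphorase/resazurin addition, reports the NADH left after a 5 min room-temperature reaction of 2 nM human LDH5 with 0.06 mM NADH and 0.2 mM pyruvate.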
# D1 agonist: activates the human D1 dopamine receptor; P21728; HEK293 T-REx D1 cells, calcium flux, agonist mode; activation, % at 2 µM; actives 1% (n = 360,000); AID 504660; in the data active means activation above about 30%; further: 0% is about no effect
#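 Inducible HEK293 T-REx D1 cells, force-coupled to calcium signalling, were plated at 4000 cells/well with tetracycline and held overnight at 30 C. After no-wash calcium dye loading, compound-evoked calcium rise over 180 s flagged agonists.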
# D1 potentiator: enhances dopamine response at the human D1 receptor | actives 0.036% (n = 360,000) | potentiation, % at 10 µM | P21728 | AID 504651 | HEK293 TREx D1 cells, calcium flux, dopamine EC20 potentiation; in the data active means potentiation above about 30%; further: 0% is about no effect
# D2 potentiator: positively modulates the human D2 dopamine receptor allosterically; potentiation, % at 10 µM; HEK293 T-REx D2, calcium flux, EC20 dopamine potentiation; AID 485347; actives 0.34% (n = 340,000); P14416;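 active means potentiation over 3 SD above the plate norm, cut at about 30% in these data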; further: 0% is about no effect
# Target sequence (P14416 whole entry, looked up): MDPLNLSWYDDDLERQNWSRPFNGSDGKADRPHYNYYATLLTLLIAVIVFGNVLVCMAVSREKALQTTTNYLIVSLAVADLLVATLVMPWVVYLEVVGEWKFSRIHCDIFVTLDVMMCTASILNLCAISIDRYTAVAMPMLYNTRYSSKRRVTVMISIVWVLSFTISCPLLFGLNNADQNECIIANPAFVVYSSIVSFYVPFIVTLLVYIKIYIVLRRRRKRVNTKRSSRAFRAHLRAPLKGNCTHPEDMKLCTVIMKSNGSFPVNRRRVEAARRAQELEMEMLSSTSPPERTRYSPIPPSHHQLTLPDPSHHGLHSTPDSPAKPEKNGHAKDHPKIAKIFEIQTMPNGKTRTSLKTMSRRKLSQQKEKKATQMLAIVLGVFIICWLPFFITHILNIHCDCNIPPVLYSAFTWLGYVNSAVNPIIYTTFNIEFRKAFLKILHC
#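 Potentiation of an EC20 dopamine calcium response measured kinetically over 180 s, after a preceding 180 s compound-only read flagging agonists. Cells: inducible Hek293 Trex D2 line, 4000/well, cultured overnight at 30 C before dye loading.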
# RXFP1 ag: activates the human relaxin receptor RXFP1 | Q9HBX9 | HEK293T-RXFP1 cAMP TR-FRET, 30 min; response scale: percent of porcine relaxin response, buffer zero | Potency, µM (series often up to 57.5 µM), for the others: at the highest dose activation, actives largely listed as activators | actives 0.3% (n = 370,000) | AID 2676; further: potency means the concentration at half of the fitted maximal effect; on the % scale 0 is the no-effect control and ±100 the full control effect; nearly all actives have a fitted effect of over 60% in size; many of its hits are not listed in these tables
#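 cAMP rise read by TR-FRET after 30 min, 37C compound exposure (up to 58 uM) in RXFP1-transfected HEK293 cells with Ro 20174 present. EC50 from Hill-equation fits, with 29 nM porcine relaxin as 100% and buffer as basal.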
# Vif-APOBEC3G blk: Vif-A3G binding inhibition. Potency, µM (titrated, usually from 46.1 µM), for inactives: at the highest dose activity, negative = active, usual class: inhibitors. Q9HC16. actives 0.076% (n = 410,000). HeLa A3G-eYFP + Vif (tagged APOBEC3G with the HIV-1 protein that degrades it), YFP fluorescence, overnight;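 further: potency means the concentration at half of the fitted maximal effect; on the % scale 0 is the no-effect control and ±100 the full control effect; nearly all actives have a fitted effect of over 60% in size; hits raise eYFP signal because A3G escapes Vif-driven loss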
#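 Read-out is eYFP fluorescence (Ex 488/Em 500-530) from Vif-expressing HeLa A3G-eYFP cells; more signal means A3G escaped Vif-mediated degradation. Cells plated overnight, compound pinned in, incubated overnight at 37 deg C.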
# An asterisk follows results filed as active; . = not tested or not shown; & = joins results of further samples. Unless noted, the call rests on the fitted dose curve; in most records, active means well fitted curve in the direction sought with a large enough effect; inconclusive means small, poorly fitted or top-dose-only effect, or another doubt; inactive means no such curve, though single readings can be large; an effect the other way counts as inactive or inconclusive. An excerpt. The share of hits here may be higher or lower than overall.
# Every second line gives: Vif-APOBEC3F blk, D1 antagonist, GRP78 ERSR act, LDHA block, D1 agonist, D1 potentiator, D2 potentiator, RXFP1 ag, Vif-APOBEC3G blk
CCn1c(SCc2cccc(C(=O)O)c2)nnc1-c1ccccc1
    ., 2, -3%, -2, 1, -2, -1, 0.2%, 0%
C=CCn1c(SC(C)C(=O)NC2(C#N)CCCCC2)nnc1-c1ccc(OC)cc1 (stereo not drawn)
    -4%, -5, -2%, 0, 2, -5, -12, 0.0%, -4%
Cc1cccc(N(Cc2ccccc2)C(=O)c2ccc(S(C)(=O)=O)cc2)c1
    5%, -2, -3%, -2, 4, 5, 8, -0.4%, 1%
CCOC(=O)c1c(C)[nH]c(C(=O)OCC(=O)N(C)C2CCS(=O)(=O)C2)c1C (stereo not drawn)
    6%, ., -1%, -3, 2, -1, 3, 1.2%, -7%
O=C(CSc1ncn[nH]1)Nc1ncc(C(F)(F)F)cc1Cl
    3%, -6, 0%, -5, -2, -6, -15, 2.6%, -2%
Cc1ccc(NC(=O)CSc2nc3c(c(=O)[nH]2)CCC3)cc1Cl
    ., -21, ., -9, 1, 1, 0, -6.7%, .
COc1ccc(/C=N/NC(=O)Cc2cccs2)cc1
    4%, 2, 1%, -1, 3, -4, 6, -0.6%, -7%
COc1ccc(-c2noc(CCC(=O)NCCc3cccc(C)c3)n2)cc1
    1%, 3, 0%, -2, 4, -2, 2, 0.0%, 6%
COc1ccc(-c2csc(Nc3ncccc3C)n2)cc1
    -8%, 8, -6%, -4, -1, 1, 15, -0.8%, -2%
O=C(CCNS(=O)(=O)c1cccc2nsnc12)N1CC(=O)N(CCc2ccccc2)C(=O)C1
    10%, 4, -6%, -5, 3, 1, 0, -0.7%, 1%
S=c1[nH]nc(-c2cc(-c3ccco3)[nH]n2)n1-c1cccc2ccccc12
    -14%, 0, -2%, -15, 3, 6, 7, 2.3%, -30%
CN(C(=O)c1ccc2c(c1)N(Cc1cccc(Cl)c1)C(=O)c1ccccc1S2(=O)=O)C1CCCCC1
    -3%, -2, -3%, 0, 2, 2, 8, -0.5%, -3%
Fc1cc(NCc2ccccc2)nc(NCc2ccccc2)n1
    -5%, -13, 7%, -1, 9, -4, -4, -1.2%, -7%
c1cncc(-c2nc3cc(Cc4ccc5oc(-c6cccnc6)nc5c4)ccc3o2)c1
    ., -3, ., ., 4, 2, -2, 1.0%, .
CCCCCCCCCC1(CC(=O)OCC)SCCN1C(N)=O (stereo not drawn)
    -1%, ., -2%, 4, ., ., ., ., 3%

# Further records
# Every second line gives: Vif-APOBEC3F blk, D1 antagonist, GRP78 ERSR act, LDHA block, D1 agonist, D1 potentiator, D2 potentiator, RXFP1 ag, Vif-APOBEC3G blk
O=C(NC1CC1)c1cc(Cl)ccc1[N+](=O)[O-]
    -24%, 0, -4%, -2, 2, 9, 1, 2.5%, -1%
CCN(CC)S(=O)(=O)c1ccc2[nH]c(=O)cc(C(=O)NCC(c3ccco3)N3CCCC3)c2c1 (stereo not drawn)
    -8%, -8, -4%, 2, -1, 0, 3, 0.2%, -2%
O=C(OCC(=O)N1CCCc2ccccc21)c1cncc(Br)c1
    -9%, -15, -5%, 0, 2, -1, 3, 0.4%, -7%
COc1cc(OC)c(NC(=O)N2CCc3c([nH]c4ccccc34)C2c2ccccc2F)cc1Cl (stereo not drawn)
    -2%, -7, -2%, 6, 1, -1, -1, -3.3%, -4%
Cc1nccn1CC(=O)O
    ., -10, -2%, 0, 2, 12, 8, 2.3%, -1%
O=C1[C@H]2[C@@H](c3ccc(C(F)(F)F)cc3)N[C@]3(CCCN(Cc4ccco4)C3=O)[C@H]2C(=O)N1Cc1ccccc1
    4%, ., 1%, 4, ., ., ., ., -2%
CCOc1cc(NC(=S)NCCCN2CCOCC2)c(OCC)cc1NC(=O)c1ccco1
    5%, -13, -1%, 28, 6, -3, 3, 4.1%, -4%
COc1ccc(CN(Cc2ccco2)c2cnc(S(C)(=O)=O)nc2C(=O)Nc2ccc(F)cc2)cc1
    3%, 2, -1%, -6, 3, 2, 2, -0.5%, 0%
Cc1oc(-c2ccccc2)nc1C(=O)OCC(=O)NCc1ccc(Cl)cc1
    -1%, -8, -6%, -1&6, 1, 10, 2, 0.7%, -12%
O=C(COC(=O)c1cc(Br)ccc1O)c1ccc(F)cc1
    -6%, ., 2%, -8, ., ., ., ., -2%
CCN(Cc1ccccc1)S(=O)(=O)c1c[nH]c(C(=O)OC)c1
    0%, -1, -2%, -5, 6, -4, -3, -1.4%, 0%
CCOC(=O)C1CCN(C(=O)c2ccc(OC)cc2OC)CC1
    3%, -14, -5%, -2, 1, -1, -3, 0.6%, 1%
Cc1nnc(SCC(=O)c2ccccc2)n1Cc1ccccc1
    -2%, -2, -1%, 1&-10, 0, -7, -5, -0.4%, -4%
O=C(OCc1nnc(-c2ccccc2)o1)c1ccco1
    -5%, -1, -5%, -4, 5, -4, 0, 0.9%, 1%
Cc1nnc(-c2cnn(C)c2N)n1Cc1ccccc1
    ., -13, 0%, 2, 1, -4, 0, 2.4%, -6%

# Already shown: an excerpt of the list.
# Every second line gives: Vif-APOBEC3F blk, D1 antagonist, GRP78 ERSR act, LDHA block, D1 agonist, D1 potentiator, D2 potentiator, RXFP1 ag, Vif-APOBEC3G blk
O=C(OCc1nnc(-c2ccccc2)o1)c1ccco1
    -5%, -1, -5%, -4, 5, -4, 0, 0.9%, 1%
Cc1nnc(-c2cnn(C)c2N)n1Cc1ccccc1
    ., -13, 0%, 2, 1, -4, 0, 2.4%, -6%

# Next structures:
# Every second line gives: Vif-APOBEC3F blk, D1 antagonist, GRP78 ERSR act, LDHA block, D1 agonist, D1 potentiator, D2 potentiator, RXFP1 ag, Vif-APOBEC3G blk
CCCCSc1nc(O)c(Cc2ccccc2)c(=O)[nH]1
    ., 0, -2%, -8, 0, -3, -19, 0.2%, 1%
O=C(/C=C/c1ccc(Br)cc1)c1ccco1
    6%, -23, -9%, -11, 0, -2, 1, 0.5%, -11%
COc1cccc(NS(=O)(=O)c2cc(C)sc2C)c1
    2%, -6, -1%, 0, 2, -3, -3, -2.2%, 1%
CCOc1ccc(Nc2oc(-c3ccc(COc4ccc(OC)cc4)o3)nc2C#N)cc1
    -22%, 0, -7%, -16, -1, 0, 7, -1.2%, -6%
O=C1NC(=O)C2(CCCCCC2)N1
    -11%, ., -2%, -3, ., ., ., ., 2%
O=C(Nc1cccc(C2=NCCN2)c1)Nc1cccc(C2=NCCN2)c1
    2%, ., -1%&-5%, -15, ., ., ., ., -2%
CN1CCC(NC(=O)c2cccs2)CC1
    -6%, -28, 1%, -3, 5, -8, 4, 0.8%, 0%
Cc1ccc(CNC(=O)C(CC(C)C)OC(=O)c2ccco2)cc1 (stereo not drawn)
    -4%, 3, 2%, -6, 1, -5, -18, -0.4%, -7%
Cc1nn(C(=O)Cn2ccc([N+](=O)[O-])n2)c(C)c1Cl
    12%, 9, -5%, -11, 1, -1, 6, 0.6%, 0%
O=C(CN(C(=O)c1csnn1)c1ccccc1)NCc1ccc2c(c1)OCO2
    -14%, 2, -3%, 3, 1, 2, -11, -2.6%, -8%
COc1ccc(OC)c(NC(=O)c2ccc(OCC(=O)N3CCOCC3)c(OC)c2)c1
    -26%, 5, -5%, 2, 3, 10, -9, 0.6%, -1%
CCCC(=O)N(CCN1CCOCC1)c1nc2c(OC)ccc(OC)c2s1
    -12%, -25, -7%, 3, 0, -7, 4, 9.0%, 2%
CCOC(=O)N1CCN(c2c(NCCCN3CCCC(C)C3)c(=O)c2=O)CC1 (stereo not drawn)
    1%, 16, -2%, -8, 4, ., -8, -0.2%, 3%
COc1ccc(S(=O)(=O)N2CCc3ccccc3C2)cc1C(=O)O
    7%, 14, 2%, 0, 1, -3, 4, 0.6%, 1%
O=C1CC(c2ccccc2)n2nc(NC(=O)c3cccnc3)nc2N1 (stereo not drawn)
    ., 0, ., ., 0, 1, 5, -0.5%, .

# Next records follow.
# Every second line gives: Vif-APOBEC3F blk, D1 antagonist, GRP78 ERSR act, LDHA block, D1 agonist, D1 potentiator, D2 potentiator, RXFP1 ag, Vif-APOBEC3G blk
COc1ccc(C(=O)Cn2nnc(-c3ccc(N4CCOCC4)cc3)n2)cc1OC
    4%, -8, -2%, 2, 4, -2, 14, 1.5%, 1%
O=C1NCCOC(=O)[C@H](Cc2ccc(F)cc2)C/C=C\C[C@H]1CC(=O)N(CCO)Cc1ccccc1
    -1%, ., -3%, -2, ., ., ., ., 2%
Cc1c(CCC(=O)NCc2cccc(Cl)c2)c(=O)oc2c(C)c(O)ccc12
    1%, -11, -3%, -11, -1, 0, -28, 0.7%, -6%
CN(CC(=O)Nc1ccc(Cl)c(Cl)c1)CC(=O)N1CCCCCC1
    -10%, ., -5%, -1, ., ., ., ., -7%
O=C(CCSc1ccc(Cl)cc1)NCc1ccncc1
    -11%, 0, 1%, 1, 4, 4, -2, -6.5%, -10%
COc1ccc(-c2nc3ccccc3s2)cc1O
    7%, -28, -16%, 13, 5, -5, -9, 4.6%, 5%
Cc1cc(/C=N\O)c(C)n1-c1ccncc1
    -4%, 20, -3%, -3, -2, -7, -10, 0.0%, 0%
Cc1cc(C(=O)N2CCN(C(=O)C3CCCO3)CC2)no1 (stereo not drawn)
    -4%, 0, -4%, -16, 2, -3, 1, 4.3%, 0%

# Results in RXFP1 ag and D1 potentiator (two entries from above):
Compound	RXFP1 ag	D1 potentiator
O=C(CCSc1ccc(Cl)cc1)NCc1ccncc1	-6.5%	4
Cc1cc(/C=N\O)c(C)n1-c1ccncc1	0.0%	-7

# Arranged by value in D2 potentiator (low to high): 3 from the list above.
SMILES | D1 antagonist | GRP78 ERSR act | LDHA block | D1 agonist | D1 potentiator | D2 potentiator | RXFP1 ag | Vif-APOBEC3G blk
Cc1cc(/C=N\O)c(C)n1-c1ccncc1 | 20 | -3% | -3 | -2 | -7 | -10 | 0.0% | 0%
Cc1cc(C(=O)N2CCN(C(=O)C3CCCO3)CC2)no1 (stereo not drawn) | 0 | -4% | -16 | 2 | -3 | 1 | 4.3% | 0%
COc1ccc(C(=O)Cn2nnc(-c3ccc(N4CCOCC4)cc3)n2)cc1OC | -8 | -2% | 2 | 4 | -2 | 14 | 1.5% | 1%
